# Pf growth 48h: inhibits P. falciparum growth in the first generation, 48 h | P. falciparum luciferase growth in erythrocytes, 48 h | Potency, µM (highest dose often 28.7 µM), for inactives: at the highest dose activity change, negative = inhibition, actives largely listed as inhibitors | 310,000 tested, 5.9% active | AID 504832
#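 Luminescence readout; reporter = integrated firefly luciferase in P. falciparum. RBC culture at 2% hematocrit, 0.1% parasitemia final, 37 C/5% CO2; decreased signal taken as growth inhibition.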
# TbPYK inhibitor: T. brucei pyruvate kinase inhibition; Potency, µM (series often up to 76.8 µM), for inactives: at the top dose activity, negative = inhibition, most hits filed as inhibitors; 410,000 tested, 0.12% active; AID 624173; Q57TT1; TbPYK enzyme, Kinase-Glo Plus ATP luminescence, 45 min; further: nearly all actives have a fitted effect of over 50% in size
#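 T. brucei PYK with substrate was exposed to pin-transferred compounds across a concentration series, then started with 130 uM ADP (final). After 45 min at room temperature, Kinase-Glo Plus luminescence was read, normalized and curve-fitted.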
# Pf growth 96h: P. falciparum growth inhibition at 96 hour, primary screen for plastid delayed-death inhibitors. AID 504834. P. falciparum luciferase reporter growth, 96 h. 320,000 tested, 6.9% active. Potency, µM (doses to about 28.7 µM), for the others: at the highest dose activity change, negative = inhibition, usual class: inhibitors
#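 Cell-based qHTS: luciferase-tagged P. falciparum in erythrocytes (2% hematocrit, 0.05% parasitemia final) incubated with compounds for 96 hours, 37 C, 5% CO2; luciferase detection reagent then added and luminescence measured.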
# LmPK inhibitor: blocks Leishmania mexicana pyruvate kinase activity | Q27686 | purified LmPK, Kinase-Glo ATP luminescence, 1 h | Potency, µM (series often up to 57.5 µM), without a hit: at the top dose activity change, negative = inhibition, most hits filed as inhibitors | 290,000 tested, 0.37% active | AID 1721
# Target sequence (Q27686 whole entry, looked up): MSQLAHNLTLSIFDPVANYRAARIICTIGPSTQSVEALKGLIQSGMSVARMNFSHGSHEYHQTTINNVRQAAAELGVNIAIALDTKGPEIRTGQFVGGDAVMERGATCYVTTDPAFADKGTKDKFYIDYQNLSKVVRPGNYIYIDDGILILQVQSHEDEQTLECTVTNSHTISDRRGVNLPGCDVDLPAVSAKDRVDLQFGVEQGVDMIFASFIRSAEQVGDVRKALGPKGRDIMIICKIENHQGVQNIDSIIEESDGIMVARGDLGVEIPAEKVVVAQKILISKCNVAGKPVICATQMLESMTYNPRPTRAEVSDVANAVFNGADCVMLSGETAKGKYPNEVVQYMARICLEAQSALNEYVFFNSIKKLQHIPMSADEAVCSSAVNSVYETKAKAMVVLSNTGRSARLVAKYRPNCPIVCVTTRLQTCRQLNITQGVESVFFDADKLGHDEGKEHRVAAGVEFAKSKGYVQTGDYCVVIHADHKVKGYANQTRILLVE
#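 0.1 nM LmPK, 0.5 mM PEP, 0.1 mM ADP; 50 mM imidazole pH 7.2, 7 mM MgCl2, 50 mM KCl; 1 h RT. Kinase-Glo luminescence readout, normalized to no-enzyme (full inhibition) and uninhibited wells.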
# HCV inh: blocks hepatitis C virus. Huh7.5.1 HCVcc-Cre infection, luciferase reporter, 44 h. Potency, µM (doses to about 41.8 µM), without a hit: at the highest dose activity change, negative = inhibition, hits mostly inhibitors. 340,000 tested, 3.4% active. AID 651820
#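 Infectious HCV cell culture screen: compound-treated cells (1,000/well, pre-plated 4 h) are infected with HCVcc-Cre at roughly 0.5 moi and grown 44 h. Infection is quantified by luciferase signal after 15 min substrate incubation at room temperature.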
# Sm TGR inh: S. mansoni TGR enzyme inhibition. purified TGR, DTNB reduction, TNB absorbance 405 nm. Q962Y6. 360,000 tested, 3% active. Potency, µM (top dose mostly 114 µM), for the others: top-dose activity change, negative = inhibition, usual class: inhibitors; further: nearly all actives have a fitted effect of over 60% in size
#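 First, TGR (20 nM dispensed) and NADPH were mixed with compound. Second, a 15 min room-temperature incubation followed. Third, further NADPH and then DTNB were added to start the reaction. Finally, TNB absorbance was monitored kinetically.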
# * hit, by the source's call; ? = inconclusive; / = no result given; [ ] = another dose, or the depositor's remark. The call rests on the fitted dose curve; in most records, active means well fitted curve in the direction sought with a large enough effect; inconclusive means small, poorly fitted or top-dose-only effect, or another doubt; inactive means no such curve, though single readings can be large; an effect the other way counts as inactive or inconclusive. On the % scale 0 is the no-effect control and ±100 the full control effect; potency means the concentration at half of the fitted maximal effect.
SMILES	Pf growth 48h	TbPYK inhibitor	Pf growth 96h	LmPK inhibitor	HCV inh	Sm TGR inh
CCN(CC)c1ccc(/C=N/OC(C)C(=O)Nc2ccc(C)cc2)cc1 (centres undefined)	-3%	-7%	12%	-3%	?	0%
CCc1ccc([C@@H]2CC=C(C(=O)O)[C@H](c3ccc(Cl)cc3)N2S(=O)(=O)c2ccc(C)cc2)cc1	-15%	4%	24%	/	14%	-14%
COc1ccc(-c2nnc3n2N=C(c2cccc(Br)c2)CS3)cc1OC	11%	/	2%	-2%	/	6%
COC(=O)c1cc(C(=O)c2ccc(Cl)cc2Cl)cn1C	4.7µM*	0%	5.2µM*	-1%	-7%	24%
CCCOc1ncnc2c1[nH]c1ccccc12	68%[activator]	5%	65%[activator]	2%	?	2%
CC1=CC(C)(C)N(C(=O)CN2C(=O)CCC2=O)c2ccc(C)cc21	23%	-10%	-2%	4%	16%	/
O=C(NC1CC2CCC(C1)N2Cc1ccco1)c1ccccc1 (centres undefined)	-6%	0%	?	4%	-8%	-6%
COc1ccc(C2=NN(C(=O)c3ccccc3)C(c3cccc([N+](=O)[O-])c3)C2)cc1 (centres undefined)	?	-1%	?	4%	?	15%
C#CCOCCOCCOCCNc1nc(OC)nc(N2CCN(C(=O)[C@H](CCC(=O)O)n3cc(C(N)CO)nn3)CC2)n1 (some centres undefined)	7%	2%	0%	/	1%	-8%
CCOC(=O)C(NC(=O)CC(C)C)(Nc1cc(C)on1)C(F)(F)F (centres undefined)	12%	3%	/	1%	9%	4%
O=C(NCCO)c1ccc2[nH]c3ccccc3c2c1	41%[activator]	-7%	48%[activator]	16%	?	5%
CCN(CC)C1CC(=O)N(c2cccc(Cl)c2)C1=O (centres undefined)	53%[activator]	-2%	-8%	-1%	13%	4µM*
COCCN1CCn2c(nc3cc(NC(=O)NC4CCCCC4)ccc32)C1	-1%	-8%	/	8%	1%	8.9µM*
CSc1ccc(S(=O)(=O)N2CCC(C(=O)Nc3ccccc3C(F)(F)F)CC2)cc1	-10%	-6%	?	-3%	-1%	2%
O=C(NCc1cccs1)Nc1cc(Cl)ccc1Cl	?	-2%	?	0%	-3%	66%[activator]
CC(NC(=O)C(NS(=O)(=O)c1cccc2nsnc12)C(C)C)c1ccccc1 (centres undefined)	4%	3%	?	-5%	-4%	7%
COc1ccc(S(=O)(=O)Nc2ccc(-c3ccc(N4CCCC4)nn3)cc2)cc1C	?	1%	?	/	-13%	2%
FC(F)Oc1ccc(-n2cc(-c3ccc(Cl)cc3)[n+]3c2CCCCC3)cc1	1.5µM*	3%	?	9%	-5%	8%
Cc1c(C(=O)N2CCC(C(N)=O)CC2)sc(N)c1C#N	-2%	-7%	0%	-2%	8%	1%
COc1ccc(CNC(=O)CN2C(=O)CSc3ccc(S(=O)(=O)N4CCCCC4)cc32)cc1	?	-3%	11%	-4%	?	-7%
CCCc1[nH]nc2c1C(c1ccc(OC)cc1OC)C(C#N)=C(N)O2 (centres undefined)	-12%	-4%	0%	-1%	10%	1%
COc1ccccc1C(=O)N=c1sc2c(C)ccc(OC)c2n1C	51%[activator]	2%	36%[activator]	-3%	?	5%
CC(C)Oc1ccc(CCC(=O)NNC(=S)Nc2ccccc2)cc1	-1%	-6%	?	0%	-8%	18%
CC(=O)Nc1ccc(C(=O)COC(=O)C2CC2C)c(F)c1 (centres undefined)	-23%	-8%	31%[activator]	/	13µM*	5%
CCC(=O)Nc1ccc(OCc2nnc3c4ccccc4c(C)nn23)cc1	?	-2%	31%[activator]	-14%	6%	6%[57.1 µM]
O=[N+]([O-])c1c(-c2cn[nH]c2)n[nH]c1-c1cn[nH]c1	57%[activator]	-4%	-3%	5%	6%	12%
Cc1ccc(C(=O)/C=C/NCc2ccc(F)cc2)cc1	30%[activator]	-14%	34%[activator]	-5%	-5%	3%
COc1ccc2cc(C#N)c(NC(C)C)nc2c1	-3%	-1%	?	6%	?	1%
O=C(NCC1CCCO1)C1CC(=O)N(c2cccc(Cl)c2)C1 (centres undefined)	30%[activator]	-9%	31%[activator]	0%	3%	-6%
COc1ccc(-c2onc3ccc(C(C)=O)cc23)cc1	35%[activator]	0%	25%	1%	-10%	-31%
COc1cc2c(cc1OC)C(COc1ccc(F)cc1)N(C(C)=O)CC2 (centres undefined)	0%	29%	17%	0%	13%	-9%
CCC1CCCCN1C(=O)CSc1nnc(CNC(=O)c2ccco2)o1 (centres undefined)	/	2%	32%	3%	13%	-26%
O=C(/C(=C/O)N=Nc1ccccc1Cl)c1ccccc1	?	-1%	?	5%	?	-1%
Cn1ccs/c1=N\C(=O)Nc1cccc(Cl)c1	154%[activator]	2%	208%[activator]	-29%	15%	-4%
COC(=O)C1=C(C)NC2=C(C(=O)c3ccccc32)C1c1ccc(-c2ccc(C(=O)O)cc2)o1 (centres undefined)	?	1%	7%	4%	11%	20µM*
CC1=C(C(N)=O)C(c2ccc(Br)cc2)n2nc(CCCO)nc2N1 (centres undefined)	27%	-1%	-23%	9%	1%	2%
COC(=O)c1ccccc1NC(=O)c1sc(=S)n(C)c1N	0%	?	61%[activator]	-2%	-19%	-25%
O=C1c2ccccc2NC(c2cccc(F)c2)N1Cc1ccccc1 (centres undefined)	-25%	3%	33%[activator]	-4%	-28%	11%
CCCOc1ccc(C(C)=O)cc1CSCCC#N	-28%	-6%	?	-1%	-10%	-5%
Cc1ccc(NC(=O)CSc2nnc(-c3cccnc3)o2)c(C)c1	50%[activator]	-6%	60%[activator]	/	7%	3%

# Full records, looked up by structure. Order of values: Pf growth 48h, TbPYK inhibitor, Pf growth 96h, LmPK inhibitor, HCV inh, Sm TGR inh
# Entry for `COc1cc2c(cc1OC)C(COc1ccc(F)cc1)N(C(C)=O)CC2` (centres undefined) → 0%, 29%, 17%, 0%, 13%, -9%
# Entry for `O=[N+]([O-])c1c(-c2cn[nH]c2)n[nH]c1-c1cn[nH]c1` → 57%[activator], -4%, -3%, 5%, 6%, 12%
# Entry for `COc1ccc2cc(C#N)c(NC(C)C)nc2c1` → -3%, -1%, ?, 6%, ?, 1%
# Entry for `CCC(=O)Nc1ccc(OCc2nnc3c4ccccc4c(C)nn23)cc1` → ?, -2%, 31%[activator], -14%, 6%, 6%[57.1 µM]

# New compounds follow
SMILES	Pf growth 48h	TbPYK inhibitor	Pf growth 96h	LmPK inhibitor	HCV inh	Sm TGR inh
CC(=O)/C=C/c1ccc2ccccc2n1	?	-6%	?	-27%	?	89µM*
COC(=O)c1ccccc1NC(=O)CN(CCc1ccccc1)S(C)(=O)=O	1%	-4%	4%	6%	4%	0%
CC(C)C(NS(=O)(=O)c1cccs1)C(=O)Nc1nc(C(C)(C)C)cs1 (centres undefined)	12µM*	4%	13µM*	0%	?	4%
COc1ccc(C(C)=O)cc1CN1C(=O)NC(CC(C)C)C1=O (centres undefined)	-28%	3%	-7%	1%	18%	11%
CCC(C)[C@H](NC(=O)NCCCc1ccccc1)C(=O)OC (some centres undefined)	/	-2%	-18%	-5%	10%	8%
CC(=O)N1N=C(c2ccccc2)CC1c1cccc([N+](=O)[O-])c1 (centres undefined)	?	4%	-23%	-1%	-10%	3%
COc1ccccc1CNc1ccc2nnc(CCNC(=O)c3ccc(C)cc3)n2n1	-32%[1.15 µM]	3%	?	-4%	-15%	10%
O=S(=O)(c1ccc(N2CCN(S(=O)(=O)c3ccccc3)CC2)nc1)N1CCCC1	0%	-1%	15%	17%	-22%	5%
CCS(=O)(=O)c1ccc2oc(SCC(=O)NCc3ccccc3)nc2c1	0%	-10%	87%[5.75 µM]	3%	19%	3%
Cc1[nH]c2ccccc2c1C(=O)CN1C(=O)NC2(CCCCCC2)C1=O	-27%	-7%	6%	/	?	0%
O=C(O)CN1C(=O)/C(=C\c2ccc(OC(=O)c3ccco3)cc2)SC1=S	11%	4%	31%[activator]	-3%	4%	-34%
Cc1ccc2c(CN3CCN(S(=O)(=O)/C=C/c4ccccc4)CC3)cc(=O)oc2c1	?	-4%	9.3µM*	0%	?	-3%
CCn1ccc(C(=O)Nc2cccc(Cl)c2)n1	494%[activator]	-8%	?	-16%	2%	-1%
CCCCn1c(N)c(N(CC)C(=O)c2ccc(C)cc2)c(=O)[nH]c1=O	5%	2%	4%	4%	-17%	-1%
COc1ccccc1C1CC(=O)Nc2c1c(=O)n(C)c(=O)n2C (centres undefined)	/	-7%	?	1%	1%	1%
CN(CC(=O)Nc1ccc(S(=O)(=O)N2CCCC2)cc1)CC(=O)Nc1ccc(F)c(F)c1F	10µM*	-1%	?	2%	?	-7%
O=C(c1ccc(Cl)cc1Cl)N1CCC(C(=O)N2CCOCC2)CC1	19%	-5%	-2%	-7%	30%[activator]	1%
COc1cccc(OCc2nnc(SCC(=O)NNC(=O)C3CCCCC3)n2C)c1	-8%	0%	13µM*	1%	15%	6%
COc1cc(C(c2c(C)[nH][nH]c2=O)c2c(C)[nH][nH]c2=O)ccc1OS(=O)(=O)c1ccccc1	-19%	-6%	/	-1%	7%	-6%
CCc1cc2c(=O)c(-c3nc(C)cs3)coc2cc1O	-110%	-3%	0%	-13%	26%	3%

# Taken from above:
# CN(CC(=O)Nc1ccc(S(=O)(=O)N2CCCC2)cc1)CC(=O)Nc1ccc(F)c(F)c1F in Sm TGR inh has -7%
# CC(=O)/C=C/c1ccc2ccccc2n1 in LmPK inhibitor has -27%
# COc1ccc(C(C)=O)cc1CN1C(=O)NC(CC(C)C)C1=O (centres undefined) in TbPYK inhibitor has 3%

# Gathered by group: the compounds so far containing a CF3 group.
SMILES	Pf growth 48h	TbPYK inhibitor	Pf growth 96h	LmPK inhibitor	HCV inh	Sm TGR inh
CCOC(=O)C(NC(=O)CC(C)C)(Nc1cc(C)on1)C(F)(F)F (centres undefined)	12%	3%	/	1%	9%	4%
CSc1ccc(S(=O)(=O)N2CCC(C(=O)Nc3ccccc3C(F)(F)F)CC2)cc1	-10%	-6%	?	-3%	-1%	2%

# The listing continues.
SMILES	Pf growth 48h	TbPYK inhibitor	Pf growth 96h	LmPK inhibitor	HCV inh	Sm TGR inh
COc1ccccc1N1CCN(/N=C\c2cccnc2)CC1	17%	1%	?	0%	-30%	-4%
CCOC(=O)CC(NC(=O)Cc1ccc(F)cc1)c1ccccc1Cl (centres undefined)	-5%	-3%	-8%	3%	3%	-14%
COc1cc(SC)ccc1C(=O)NCCOc1ccc(C)c(C)c1	-23%	-1%	-93%	-1%	-8%	1%
CCOc1cccc(C(=O)N/N=C/c2ccoc2)c1	24%	-3%	-43%	-1%	10%	2%
Cc1ccc(C(=O)NN2CCOCC2)cc1	31%[activator]	7%	59%[activator]	-4%	15%	-9%
O=C(CSc1nnc(CNC(=O)c2ccc(F)cc2)o1)NCCc1ccccc1	-1%	-8%	43%[activator]	7%	/	-19%
CCCNC(=O)NCc1ccc(N2CCCC2=O)cc1	/	2%	-7%	-2%	12%	3%
CCOC(=O)Cn1c(S(=O)(=O)Cc2ccc(Cl)cc2)nc(-c2ccccc2)c1-c1ccccc1	?	5%	10µM*	4%	35µM*	-12%
O=C(c1cccnc1)N1CCN(S(=O)(=O)c2ccc3ccccc3c2)CC1	-15%	3%	/	-1%	-9%	6%
CCNC(=O)/C(C#N)=C/c1c(N2CCOCC2)nc2ccccn2c1=O	53%[activator]	7%	60%[activator]	-4%	-3%	-3%
CCn1cc(CN2CCC(n3nccc3NC(=O)c3ccccc3C)CC2)cn1	9%	10%	?	3%	/	5%
COc1ccc(/C=N/OC(=O)c2ccc(Cl)cc2)c(Cl)c1OC	-4%	-4%	51%[activator]	2%	17%	24%
N/C(Cc1ccc([N+](=O)[O-])cc1)=N\OC(=O)c1ccc2ccccc2c1	/	-5%	-15%	2%	?	-4%

# Screening data from PubChem.
